# SARS 3CLpro inh = SARS-CoV 3CLpro protease inhibition; inhibition, % at 6 µM; AID 1706; 290,000 compounds, 0.14% hits; recombinant SARS-CoV 3CLpro, quenched FRET peptide cleavage; in the data active means inhibition above about 12%
# SSB-PriA inh = K. pneumoniae PriA-SSBct interaction inhibition; AlphaScreen SSBct-PriA binding, biotinylated peptide; 430,000 compounds, 0.6% hits; inhibition, % at 33 µM; in the data active means inhibition mostly above about 37%, no sharp cut-off; inactive means mostly below about 20%;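 further: plate controls were negative control peptide for no effect and reference peptide for full effect; strong numbers were not always called active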
# CCHF vOTU inh = blocks the CCHF virus ovarian tumor domain protease; CCHFV vOTU protease, Pep-AMC fluorescence; inhibition, % at 11.5 µM; 370,000 compounds, 0.55% hits; AID 651958; in the data active means inhibition above about 30%; further: 0% = vehicle wells with enzyme and 100% = no enzyme wells
# Anthrax LF prot = blocks Bacillus anthracis lethal factor protease | multiplex microsphere protease cleavage assay, LF | inhibition, % at 10 µM | 360,000 compounds, 0.12% hits | AID 588501; further: plate controls were buffer without enzyme for full effect and enzyme alone for no effect
# Target sequence (P15917 whole entry, looked up): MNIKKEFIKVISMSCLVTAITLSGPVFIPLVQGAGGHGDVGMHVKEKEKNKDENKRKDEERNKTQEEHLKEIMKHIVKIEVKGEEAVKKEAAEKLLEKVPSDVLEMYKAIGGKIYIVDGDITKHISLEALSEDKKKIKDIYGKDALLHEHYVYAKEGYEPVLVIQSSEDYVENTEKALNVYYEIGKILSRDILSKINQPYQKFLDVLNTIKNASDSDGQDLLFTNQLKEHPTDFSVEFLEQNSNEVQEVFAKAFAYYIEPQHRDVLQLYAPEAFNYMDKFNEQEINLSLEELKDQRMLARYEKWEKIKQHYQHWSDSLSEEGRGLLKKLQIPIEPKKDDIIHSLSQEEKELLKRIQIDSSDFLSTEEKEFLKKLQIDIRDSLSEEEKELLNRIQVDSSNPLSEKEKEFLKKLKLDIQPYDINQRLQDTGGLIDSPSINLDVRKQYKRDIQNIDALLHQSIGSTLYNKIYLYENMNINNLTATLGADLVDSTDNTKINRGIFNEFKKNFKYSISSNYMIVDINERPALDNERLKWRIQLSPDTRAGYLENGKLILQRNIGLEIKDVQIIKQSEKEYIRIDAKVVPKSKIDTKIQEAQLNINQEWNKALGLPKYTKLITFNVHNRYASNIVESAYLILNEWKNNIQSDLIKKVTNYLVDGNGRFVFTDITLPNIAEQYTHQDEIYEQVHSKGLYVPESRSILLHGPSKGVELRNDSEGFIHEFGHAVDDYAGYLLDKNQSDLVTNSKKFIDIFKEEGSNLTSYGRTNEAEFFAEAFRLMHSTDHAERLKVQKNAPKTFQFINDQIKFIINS
# Rv3671c inh = inhibitors of M. tuberculosis serine protease Rv3671c. P9WHR9. inhibition, % at 5.96 µM. 320,000 compounds, 0.048% hits; in the data active means inhibition above about 38%;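 further: extracellular domain of Rv3671c used as enzyme; 0% = enzyme with DMSO and 100% = no enzyme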
# MazEF act = MazEF (E. coli) toxin RNase activation | activation, % at 20 µM | FAM/BHQ RNA-DNA oligo cleavage fluorescence, 5 h | 350,000 compounds, 0.32% hits; in the data active means activation above about 50%
# Target sequence (P0AE70 whole entry, looked up): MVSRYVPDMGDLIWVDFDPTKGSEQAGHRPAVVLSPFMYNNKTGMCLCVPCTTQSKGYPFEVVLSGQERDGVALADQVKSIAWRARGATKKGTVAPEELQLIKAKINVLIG
# PrPC TRFRET = reduces human prion protein on the cell surface; P04156; cell surface PrPC, TR-FRET read-out; inhibition, % at 13.8 µM; 370,000 compounds, 0.43% hits; AID 720596; in the data active means inhibition above about 24%; further: 0% = median of the test wells and 100% = reference compound wells
# BoNT F protease = BoNT F light chain protease inhibition. Multiplex microsphere protease cleavage assay, flow cytometry. inhibition, % at 10 µM. 360,000 compounds, 0.22% hits; in the data active means inhibition above about 35%, passing the limit was not always enough; inconclusive means no clear call, values can overlap the other calls; further: plate controls were buffer without enzyme for full effect and enzyme alone for no effect
# BoNT A protease = BoNT A light chain protease inhibition; AID 588499; inhibition, % at 10 µM; 360,000 compounds, 0.17% hits; multiplex microsphere protease substrate cleavage, flow cytometry; further: plate controls were buffer without enzyme for full effect and enzyme alone for no effect
# DUSP3 inh = blocks human VHR1 dual specificity phosphatase; P51452; recombinant VHR phosphatase, pNPP absorbance; inhibition, % at 13.3 µM; 290,000 compounds, 0.52% hits; AID 1654; in the data active means inhibition above about 50%; further: some compounds called inactive have numbers as strong as hits
# Target sequence (P51452 whole entry, looked up): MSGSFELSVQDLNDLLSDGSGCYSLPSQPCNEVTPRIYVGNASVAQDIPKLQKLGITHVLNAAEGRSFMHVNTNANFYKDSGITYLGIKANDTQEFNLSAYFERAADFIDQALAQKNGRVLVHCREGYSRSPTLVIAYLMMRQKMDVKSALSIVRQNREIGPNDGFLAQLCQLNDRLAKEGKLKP
# An asterisk follows results filed as active; ? = inconclusive; . = not tested or not shown. Unless noted, no stated cut-off is given here; in the data, active means inhibition above about 30%; inconclusive means no clear call, values can overlap the other calls; inactive means below that. Only part of the results is shown. The share of hits here may be higher or lower than overall.
# Sequence of screens – SARS 3CLpro inh	SSB-PriA inh	CCHF vOTU inh	Anthrax LF prot	Rv3671c inh	MazEF act	PrPC TRFRET	BoNT F protease	BoNT A protease	DUSP3 inh
1: COc1ccc(CC2(C)OC(c3ccc(C)cc3)=NN2C(C)=O)cc1 (centres undefined)
    -2.1	-13.3	-4.2	2.6	-1.3	1.2	4.2	-0.7	-0.1	-13.4
2: O=C(CC1Oc2ccccc2NC1=O)NC1CCCC1 (centres undefined)
    -3.5	0.8	6.2	1.0	-0.6	0.6	-6.7	-2.7	-0.3	23.2
3: O=C(CSc1ccccn1)N1CCN(c2ccc(Cl)cc2)CC1
    -2.7	-3.5	-1.1	-1.0	0.1	1.9	4.7	2.6	?	2.0
4: C=CCNC(=S)N/N=C/c1ccc(OCc2ccccc2)cc1
    .	.	2.2	-5.0	-7.4	-2.9	5.5	-9.0	-0.6	.
5: Cc1cc2nc(C3CCCCC3)c(Cc3cccc(Cl)c3)n2c(C)c1Br
    .	.	0.8	-3.9	.	.	-1.3	-8.2	-0.5	.
6: CSc1nc(-c2ccccc2)nn1C(=O)c1ccccc1
    2.1	-18.0	5.7	0.4	-5.3	-2.8	1.1	-0.5	1.5	8.2
7: O=C1CN=C(c2ccc[nH]2)c2cc(Cl)ccc2N1
    0.8	-11.2	-6.1	-6.7	-0.3	13.1	2.0	-8.6	-0.6	25.0
8: CC(=O)c1cccc(-c2ccnc3c2CC(C(=O)Nc2ccc(Cl)c(C(F)(F)F)c2)O3)c1 (centres undefined)
    .	.	13.7	0.2	.	.	5.7	-10.3	-0.8	.
9: C/C=C\C=C\C(=O)N1CC2(CC(c3cccc(NC(=O)/C(C)=C\C)c3)=NO2)C[C@H]1C(N)=O (some centres undefined)
    .	-2.8	6.1	-2.2	-5.4	-2.0	-5.0	-3.2	-0.4	26.3
10: Cc1nonc1C(=O)N/N=C/c1ccccc1
    0.7	.	-2.2	6.6	-7.4	-21.1	1.1	1.3	0.2	15.8
11: CCN(CC)C(=O)C1=C(C)N(Cc2ccc(OC)cc2)C(=O)C(CC(=O)NCCCCc2ccccc2)C1 (centres undefined)
    .	.	10.8	-3.9	.	6.6	-2.0	-4.4	-0.2	.
12: CC(=O)c1ccc(NC(=O)CN2CCCC2)cc1
    -3.7	-9.2	-8.6	0.8	7.8	-11.2	-0.5	?	1.0	6.5
13: O=C(NC(=O)N1CCN(c2ccccc2)CC1)c1ccc(Cl)cc1
    2.5	-0.2	-5.7	-9.3	3.1	5.6	8.0	9.3	-0.5	13.3
14: Cc1c(C)c2c(C)[nH]nc2oc1=O
    1.4	-6.7	8.2	-0.9	2.1	-5.0	0.6	-6.6	-0.7	16.5
15: Cc1cc(C)c(S(=O)(=O)c2ccccc2C)c(OCC(C)(C)C)n1
    -3.0	-33.1	22.4	-0.1	-0.6	-0.3	4.3	-6.7	-0.1	20.8
16: CN(C)c1ccc(-c2nc3n(n2)C(c2cccnc2)C2=C(CC(C)(C)CC2=O)N3)cc1 (centres undefined)
    -2.5	2.3	1.3	4.6	0.0	-8.7	1.8	15.8	-0.6	23.7
17: O=C(NCC1CCCO1)c1cc(S(=O)(=O)N2CCCCC2)ccc1Cl (centres undefined)
    .	-6.8	5.3	-10.1	-16.0	3.4	8.0	-1.8	-0.7	.
18: CCn1c(CNC(=O)c2cc(OC)c(OC)c(OC)c2)cc2ccccc21
    0.3	6.6	-7.9	-10.3	6.5	2.9	15.5	-34.1	2.2	3.5
19: CC(NC(=O)C1CCCN1S(=O)(=O)c1cccc2nsnc12)c1ccccc1 (centres undefined)
    5.0	-1.2	.	-6.4	-7.1	-1.1	.	-14.5	-4.3	-1.9
20: Cc1ccc(C(C)C)c(OCC#CCN2CCCC2)c1
    3.6	-0.5	18.8	-2.3	8.8	-0.4	7.6	10.2	1.1	5.1
21: O=C(O/N=C(\c1ccccc1)c1ccncc1)c1ccccc1Cl
    -0.4	.	-8.6	-3.2	-11.1	-5.2	-6.3	0.1	-0.3	21.7
22: CC1(C(=O)NS(=O)(=O)C2CC2)CCCN(C(=O)c2ccc(F)c(Cl)c2)C1 (centres undefined)
    .	.	-0.7	-3.3	.	.	3.9	-8.1	-1.0	.
23: C=CC[C@H](CC(=O)N(CCO)Cc1ccccc1)C(=O)N[C@H](C)COC(=O)[C@@H](CC=C)CC(=O)OC(C)(C)C
    .	-24.7	8.8	1.2	-6.2	-6.8	-0.4	-0.3	-0.3	.
24: CCCCn1c(O)c(C(C)=NCCCn2ccnc2)c(=O)[nH]c1=O
    -0.1	-4.5	-9.7	-2.1	-0.7	-10.6	1.0	-0.3	0.7	26.9
25: CC(=O)N1CCN(C(=O)CCNS(=O)(=O)c2ccccc2)CC1
    .	-5.6	10.2	-3.7	-1.1	1.0	-4.0	-1.4	-0.3	.
26: O=C(c1ccccc1)N1CCN(c2cc(-c3ccccc3)nc3cc(-c4cccc(Cl)c4)nn23)CC1
    .	.	-0.4	3.4	.	-18.2	-2.4	3.3	1.2	.
27: COc1ccc(Cl)cc1NCC(=O)Nc1ccc(OC)c(S(=O)(=O)N2CCCCC2)c1
    .	-4.5	-1.3	-5.2	12.9	-13.0	1.1	0.2	1.4	.
28: Cc1ccc(S(=O)(=O)N(C)c2c(C)ccc(S(=O)(=O)N3CCN(C)CC3)c2C)cc1
    -1.1	16.8	0.8	-1.5	-8.9	-4.1	-11.9	2.0	0.1	1.3
29: O=c1[nH]cc(CN2CCOCC2)c(=O)[nH]1
    .	0.5	3.9	-2.9	.	3.9	-3.0	-2.6	-0.5	.
30: O=C(OCc1cn([C@@H]2C[C@H](c3ccc(Cl)cc3)N(CC3CCCCC3)C[C@H]2O)nn1)c1ccccc1
    .	.	-12.0	-2.9	.	-3.6	-0.1	-2.8	0.1	.

# In the list so far, two have a tert-butyl group.
# Sequence of screens – SARS 3CLpro inh	SSB-PriA inh	CCHF vOTU inh	Anthrax LF prot	Rv3671c inh	MazEF act	PrPC TRFRET	BoNT F protease	BoNT A protease	DUSP3 inh
15: Cc1cc(C)c(S(=O)(=O)c2ccccc2C)c(OCC(C)(C)C)n1
    -3.0	-33.1	22.4	-0.1	-0.6	-0.3	4.3	-6.7	-0.1	20.8
23: C=CC[C@H](CC(=O)N(CCO)Cc1ccccc1)C(=O)N[C@H](C)COC(=O)[C@@H](CC=C)CC(=O)OC(C)(C)C
    .	-24.7	8.8	1.2	-6.2	-6.8	-0.4	-0.3	-0.3	.

# More entries follow.
# Sequence of screens – SARS 3CLpro inh	SSB-PriA inh	CCHF vOTU inh	Anthrax LF prot	Rv3671c inh	MazEF act	PrPC TRFRET	BoNT F protease	BoNT A protease	DUSP3 inh
31: Cc1onc(-c2c(F)cccc2Cl)c1C(=O)OCC(=O)NCc1ccco1
    3.0	-8.6	-3.3	0.0	7.9	-1.7	2.7	-13.7	0.0	14.2
32: Cc1cccc(-c2nc3ccccc3c(=O)n2NC(=O)c2ccc([N+](=O)[O-])c(C)c2)c1
    5.0	-16.1	3.2	-0.5	2.3	-3.3	10.7	-1.9	-0.7	12.1
33: Nc1nnnn1/N=C/c1ccc(F)cc1
    3.9	.	0.2	-6.5	7.7	11.2	-2.9	?	0.1	3.5
34: Cc1ccc(S(=O)(=O)NCC(=O)OCC(=O)Nc2cccc(S(=O)(=O)NC3=NCCCCC3)c2)cc1
    3.9	2.0	3.7	-3.1	-0.8	-2.5	3.0	-4.9	0.0	-14.4
35: COC(=O)c1ccc(NC(=O)CNC(=O)c2sc3ccccc3c2Cl)cc1
    .	-8.9	-0.6	-8.1	-29.7	-60.1	6.2	?	-13.0	.
36: COC(=O)c1c(NC(=O)CC2NCCNC2=O)sc2c1CCCC2 (centres undefined)
    -3.6	-9.1	-2.0	-3.4	2.1	7.8	4.9	-11.1	-1.7	-7.5
37: COc1ccc(N2CCN(C(=O)COC(=O)CCc3ccccc3)CC2)cc1
    .	-4.0	-17.4	0.8	-14.6	3.2	-3.1	-7.2	-3.8	.
38: COc1ccc(C)c2sc(NC(=O)C3=COCCO3)nc12
    -0.6	-10.0	7.7	-1.3	-1.9	.	-11.4	-6.5	-0.2	32.1
39: COCCNC(=O)c1ccc(N2CC3CC(C2)c2cccc(=O)n2C3)c(NC(=O)c2c(F)cccc2F)c1 (centres undefined)
    2.4	1.2	1.0	-2.1	5.3	2.3	7.1	-7.7	-1.2	24.1
40: O=C(OCC(=O)c1ccc[nH]1)c1ccc(Cl)nc1
    .	-4.5	8.7	-0.9	-2.7	0.0	5.4	0.3	2.5	.
41: Cc1ccc(-c2nc3cccnc3s2)cc1NS(=O)(=O)c1ccc2c(c1)OCCO2
    -0.6	-16.1	-1.3	-1.7	-45.7	8.4	9.4	0.6	-0.2	-6.1
42: COc1cc(/C=C/C(=O)O)cc(S(=O)(=O)Nc2ccccc2Oc2ccccc2)c1OC
    5.0	3.9	0.8	-0.8	-4.2	6.6	4.2	-0.7	1.1	24.5
43: CSc1ccccc1OCc1cc(C(=O)N2CCc3[nH]cnc3C2c2ccccn2)no1 (centres undefined)
    0.2	52.4*	9.3	-0.8	2.5	3.8	1.9	-5.6	-1.1	30.2
44: Nc1nc(CSCCO)nc(Nc2ccccc2)n1
    0.3	-17.1	-1.4	2.5	-1.1	0.7	4.8	-5.8	0.1	20.9
45: O=C(CCc1nc(-c2ccc(Cl)cc2)no1)OCc1ccc(Br)cc1
    2.6	-75.7	1.4	-4.1	1.2	-2.9	9.1	-0.7	0.3	.
46: COc1ccc(C(=O)NCC(=O)OCC(=O)c2c[nH]c3ccccc23)cc1
    .	.	-7.8	-1.6	.	-4.0	-6.2	-1.9	0.7	.
47: CNC(=S)N/N=C/c1ccc(-c2cc([N+](=O)[O-])ccc2Cl)o1
    3.9	.	4.3	-0.9	5.3	11.9	-14.3	-4.2	0.4	19.7
48: COc1ccccc1NC(=O)/C(C#N)=C/C=C/c1ccco1
    -2.5	7.4	17.8	-3.4	-14.4	4.1	5.3	0.3	1.0	-2.4
49: CCNC(=O)COc1ccc(C=O)cc1OC
    3.1	-0.2	-11.2	-3.8	7.1	-8.0	5.7	-7.3	0.0	14.7
50: COc1ccc(NC(=O)CCC(=O)Nc2nnc(C3CCCCC3)s2)cc1
    -3.2	-12.9	8.6	1.3	-2.3	-2.7	0.5	-0.9	-0.4	-12.9
51: CCOC(=O)C1=C(N)Oc2cc(C)oc(=O)c2C12C(=O)N1c3c(cc(OC)cc32)C(C)=CC1(C)C (centres undefined)
    -1.4	-2.4	-4.8	-4.2	6.0	1.2	-0.8	-0.6	?	13.1
52: CC(C)[C@H](NC(=O)c1ccco1)C(=O)OCC(=O)N1CCc2ccccc21
    1.4	-7.1	10.0	-4.2	2.4	7.6	1.3	-0.1	-1.2	26.9
53: CC(=O)NC(CC(=O)Nc1nc(C)cs1)c1ccccc1 (centres undefined)
    1.1	-13.7	-19.4	4.0	0.2	7.6	-0.8	-1.2	-0.4	3.9
54: Cc1cc(O)c(C(C)C)cc1N=Cc1ccc(N(C)C)cc1
    .	0.3	19.3	-1.4	.	-0.3	-0.5	-2.6	0.4	.
55: N/C(=N\c1nc2ccccc2o1)NC(=O)c1ccccc1NC(=O)c1ccccc1
    -2.1	.	6.5	2.4	3.3	-13.9	-0.8	0.6	-0.3	13.1
56: CSc1nnc(-c2sccc2OCc2ccccc2)n1C
    3.1	-9.7	7.9	-0.5	6.3	1.0	-5.0	-3.8	-1.3	21.3
57: CCOCCCNC(=O)C1CCCN(S(=O)(=O)CC)C1 (centres undefined)
    -1.9	-5.4	4.6	1.5	-2.0	4.2	1.5	-0.9	0.1	6.1
58: CC[C@]12c3[nH]c4cc(-c5ccco5)ccc4c3CCN1C(=O)[C@@H](CC(=O)NCC13CC4CC(CC(C4)C1)C3)C[C@@H]2C(=O)N1CCN(C(=O)c2ccco2)CC1
    .	-0.8	-17.2	-2.5	.	-4.6	-1.3	-1.1	-0.4	.
59: Cc1cc(C)c(C)c(S(=O)(=O)N2CCNC(=O)C2)c1C
    .	.	-3.8	0.7	.	12.4	-8.3	-4.4	0.2	.
60: CC1CCCCC1NC1=NCCS1 (centres undefined)
    -6.1	-20.0	-28.1	-1.0	-13.9	3.6	-1.2	7.3	0.3	15.8
61: COc1ccc(O)c(C(=O)c2cnn(-c3ccccc3)c2)c1
    2.5	-6.9	1.6	3.6	-0.5	10.2	-6.8	2.7	-1.3	8.0
